Bioassay records as filed in PubChem BioAssay.
Polio RdRp inh: poliovirus RdRp elongation inhibitors, primary screen, biochemical, fluorescence polarization, total intensity. poliovirus polymerase elongation; stronger effect = lower value. % elongation, % (compound at 16.7 µg/mL). 150,000 compounds, 0.66% hits. AID 588519, 2011; in the data active = % elongation below about 90%; note: some results filed as inactive read as strong as hits
Target sequence (P03300 1749-2209 limits assumed): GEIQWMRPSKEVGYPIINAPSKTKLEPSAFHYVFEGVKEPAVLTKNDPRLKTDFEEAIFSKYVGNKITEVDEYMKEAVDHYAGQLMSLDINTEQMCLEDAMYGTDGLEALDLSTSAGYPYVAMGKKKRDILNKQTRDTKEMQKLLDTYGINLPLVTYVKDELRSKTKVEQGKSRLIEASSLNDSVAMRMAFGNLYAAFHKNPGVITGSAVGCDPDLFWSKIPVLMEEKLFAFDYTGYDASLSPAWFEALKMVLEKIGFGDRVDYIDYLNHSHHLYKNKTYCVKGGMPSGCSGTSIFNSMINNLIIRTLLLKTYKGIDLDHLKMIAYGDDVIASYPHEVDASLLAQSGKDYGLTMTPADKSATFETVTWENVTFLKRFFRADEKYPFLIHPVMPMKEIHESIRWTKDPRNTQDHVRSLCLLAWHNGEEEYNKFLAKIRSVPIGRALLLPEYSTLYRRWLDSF
Polio RdRp inh FP z-score: further read-out of Polio RdRp inh, marked with its call; z-score; measured here: FP z-score; hits read low
The depositor's hits bear a star; & = joins results of further samples. An excerpt; rates above refer to the full screens.

canonical_smiles | Polio RdRp inh | Polio RdRp inh FP z-score
COC(=O)CN1C(=O)CSc2ccc(S(=O)(=O)Nc3cccc(Cl)c3C)cc21 | 103 | -0.8
CCSc1nc2ccccc2n1C(CC(=O)O)C(=O)O (configuration not stated) | 99 | -0.3
Cn1nc2n(c1=O)-c1ccccc1SC2 | 101 | 0
C[N+](C)(C)CC(O)CC(=O)O (configuration not stated) | 102 | 0.4
CCOC(=O)c1cc(-c2ccccc2)n(CC(=O)Nc2ccc(OC)cc2OC)c1C | 105 | 0.5
O=C(O)c1cccnc1Sc1cccc(C(F)(F)F)c1 | 105 | 0.7
Cc1ccc2c(c1)NC(=O)C(CC(=O)Nc1cc(Cl)ccc1C)O2 (configuration not stated) | 102 | -0.9
CCOc1ccc(CCNC(=O)c2ccc3c(c2)N(Cc2ccccc2)C(=O)c2ccccc2S3=O)cc1OCC (configuration not stated) | 106 | 0.1
CS(=O)(=O)N1CCCC(C(=O)NC2CCCC2)C1 (configuration not stated) | 102 | 0.2
CCC(C(=O)Nc1ccc(OC)c(OC)c1)n1c(C)c2cnn(-c3ccccc3)c(=O)c2c1C (configuration not stated) | 103 | 0.3
CCOc1ccc(/C=N/N2C(C)CCCC2C)cc1 (configuration not stated) | 105 | 0.3
c1csc(CN2CCN(c3nc(CN4CCOCC4)nc4sc5c(c34)CCC5)CC2)c1 | 101 | -0.1

canonical_smiles | Polio RdRp inh | Polio RdRp inh FP z-score
O=C(CSc1nnc2ccccn12)c1ccccc1 | 101 | 0.1
O=C(CSc1nc2ccccc2nc1Cc1ccc(Cl)cc1)N1CCCCC1 | 104 | -0.4
CC(C)(C)c1ccc(S(=O)(=O)N=S2CCN(c3ncc(C(F)(F)F)cc3Cl)CC2)cc1 | 102 | 0
O=C(O)CCc1ccc(-c2cccs2)n1-c1cccc(Br)c1 | 101 | -0.2
COc1ccc(/C=C/C(O)=C2/C(=O)NC34CCCCC3C2c2ccccc2O4)c(OC)c1OC (configuration not stated) | 101 | -0.1
Cc1cc(OCC(=O)N2CCC(c3nc4ccccc4s3)CC2)ccc1Cl | 111 | 0.3
Cc1nc2ccccc2c(=O)n1/N=C/c1cccs1 | 101 | 0
O=C(NCCOc1ccccc1)c1n[nH]c(=O)c2ccccc12 | 103 | 1.6
COc1ccc(CNC(=O)c2nc3ncccn3n2)cc1 | 100 | 0
CC(C)(C)c1ccc(OCC(=O)Nc2ccc(C(=O)OC3CCCCC3)cc2)cc1 | 105 | 0.3
CCc1ccccc1NC(=O)CN1CCN(Cc2ccccc2C)S1(=O)=O | 102 | 0
CC(C)(C)C1CCC(NN2CCOCC2)CC1 (configuration not stated) | 102 | 0.6

canonical_smiles | Polio RdRp inh | Polio RdRp inh FP z-score
O=C(/C=C/c1cccs1)Nc1ccc(Br)cn1 | 102 | 0.5
CCN(CC)C(=O)c1ccc(Oc2nnnn2-c2ccccc2)c(OC)c1 | 107 | 1.5
CNc1nc(-c2ccccc2)[n+](-c2ccccc2)s1 | 102 | 0.1
CCCSc1nnc(NC(=O)Cc2coc3cc(C)ccc23)s1 | 118 | 0.2
Cc1nnc2c(N3CCN(c4ccccc4)CC3)nc3ccc(C(=O)c4ccccc4)cc3n12 | 108 | 0.9
O=C(Nc1ccccc1)Nc1cc(N2CCOCC2)ncn1 | 96 | -0.6
CCCCCCCc1c(C#N)c(N)[nH]c(=S)c1C#N | 69* | -2.7*
CNc1ccccc1C(C)(C)c1ccn[nH]1 | 122 | 5.9
CCN(CC(=O)Nc1ccc2c(c1)OCCO2)c1nnnn1-c1ccccc1 | 102 | -0.3
COC(=O)c1sccc1S(=O)(=O)N(CC(=O)Nc1ccccc1C)c1ccc(Cl)cc1 | 110 | 1.1
Cc1ccc(NC(=O)c2cccc(N(C)C)c2)cc1NC(=O)c1ccc(O)cc1 | 103&102 | 0.6&0.3
COc1ccc(-c2nc3ccccc3n3c(-c4ccccc4)c4c(=O)n(C)c(=O)n(C)c4c23)cc1OC | 105 | 0.2

Among those listed so far, these have an aryl thioether with sulfur outside any ring:
canonical_smiles | Polio RdRp inh | Polio RdRp inh FP z-score
CCSc1nc2ccccc2n1C(CC(=O)O)C(=O)O (configuration not stated) | 99 | -0.3
O=C(O)c1cccnc1Sc1cccc(C(F)(F)F)c1 | 105 | 0.7
O=C(CSc1nnc2ccccn12)c1ccccc1 | 101 | 0.1
O=C(CSc1nc2ccccc2nc1Cc1ccc(Cl)cc1)N1CCCCC1 | 104 | -0.4
CCCSc1nnc(NC(=O)Cc2coc3cc(C)ccc23)s1 | 118 | 0.2

(more compounds)
canonical_smiles | Polio RdRp inh | Polio RdRp inh FP z-score
O=C(Cc1c(F)cccc1Cl)NC(=O)NCCc1c(F)cccc1Cl | 108 | 0.6
CCOc1ccc(S(=O)(=O)Nc2ncccc2C)cc1 | 101 | -0.4
CCCN1CCN(c2ncnc3sc(C(=O)Nc4cccc(Cl)c4C)c(C)c23)CC1 | 108 | 0.3
O=c1[nH]c(CSc2ncc(-c3ccc(F)cc3)n2Cc2ccco2)nc2ccccc12 | 101 | -0.4
CC(=O)OC(C)(C)C#CCN1CCCC1 | 104 | 0
C/C=C(\C)CN1CCN(CCOCCO)CC1 | 100 | -0.3
CNC(=O)NC(=O)CSc1nnc(Cc2ccccc2)n1-c1ccc(Cl)cc1 | 101 | -0.4
Cc1ccc(C(=O)OCC(=O)c2c[nH]c3ccccc23)cc1 | 100 | -0.5
O=C1Nc2ccc(Cl)cc2/C1=C/c1ccc2c(c1)OCO2 | 105 | 1.6
Cc1cccc(-c2nc(CS(=O)CC(=O)NCc3ccc(Cl)cc3)c(C)o2)c1 (configuration not stated) | 107 | 0.3
Cc1ccccc1OCCSc1nc2ccc(NC(=O)c3ccco3)cc2s1 | 111 | 0.9
CCOc1ccc(NC(=O)NC(C)CC)cc1 (configuration not stated) | 101 | -0.6

canonical_smiles | Polio RdRp inh | Polio RdRp inh FP z-score
O=C(c1ccc2c(c1)S(=O)(=O)N=C1CCCCCN12)N1CCCc2ccccc21 | 103 | 0.1
CCC(=O)c1ccc(OCC(O)CNC2CCCCCC2)cc1 (configuration not stated) | 103 | 1.2
CCOC(=O)C1=C(C)Nc2ncnn2C1 | 103 | 0.4
CCC12CN3CC(CC)(CN(C1)C3c1cccc(OC)c1O)C2=O (configuration not stated) | 108 | 0.3
CC1CCN(C(=O)c2ccc(NS(=O)(=O)c3ccccc3)cc2)CC1 | 100 | 0.1
O=C(Nc1nccs1)C1C2/C=C\CCCCC21 (configuration not stated) | 100 | -0.4
CC1=C/C(=C/c2ccco2)C(=O)O1 | 94 | -2.1
COc1ccc(C(=O)Nn2c(C)nnc2-n2nc(C)cc2C)cc1OC | 101 | 0
CC1CN(CC(O)COC2CCCc3ccccc32)CC(C)O1 (configuration not stated) | 104 | 0.2
CCOc1ccc(NC(=O)CSc2nc3[nH]ncc3c(=O)n2-c2ccc(OC)cc2)cc1 | 99 | -0.4
COc1ccc(CCNC(=O)Cn2nnc(-c3ccc(Cl)cc3)n2)cc1OC | 105 | 0.4
COc1ccc(N2CCN(C(=O)CCS(=O)(=O)c3cc(Br)cc4c3N(C(=O)C3CC3)CC4)CC2)cc1 | 105 | -0.1

canonical_smiles | Polio RdRp inh | Polio RdRp inh FP z-score
OC(COC(C(F)(F)F)C(F)(F)F)CN1CCN(c2cccc(C(F)(F)F)c2)CC1 (configuration not stated) | 105 | 0.3
CC1CCN(C(=O)/C=C\c2ccccc2)CC1 | 103 | 0.1
CCc1ccc(OC(=O)CSc2nnc(-c3ccc(OC)c(OC)c3)o2)cc1 | 98 | -1.5
C/C1=C/C(=O)O[C@@H]2C[C@@H](CC[C@H](C)/C=C\CC1)O[C@@](O)([C@@H]1CSC(=O)N1)C2 | 104&99 | 0.6&0.1
CCc1ccc2oc(-c3cccc(NC(=O)c4ccc(N5CCC(C)CC5)c([N+](=O)[O-])c4)c3)nc2c1 | 114 | 2.5
CCN(CC)S(=O)(=O)c1ccc(C(=O)Oc2coc(CSc3ncccn3)cc2=O)cc1 | 104 | 0.5
O=C(NN=C1C2CC3CC(C2)CC1C3)c1cccc(O)c1 | 100 | -0.3
CC1=C(C(=O)Nc2cccnc2)C(c2cccc(F)c2)n2nc(SCc3ccccc3F)nc2N1 (configuration not stated) | 103 | -0.6
O=C1Oc2ccccc2C2c3sc(=O)[nH]c3SC(c3ccccc3)C12 (configuration not stated) | 105 | 0.7
CCCS(=O)(=O)N1CC(=O)N(c2cc(C)ccc2C)C(C)(C(=O)NC2CCCCCC2)C1 (configuration not stated) | 99 | -1.5
CCOc1ccc2[nH]c(=O)c(CN(C(=O)Nc3ccccc3)C3CC3)cc2c1 | 105 | 1.3
O=C(NCC(c1cccnc1)N1CCc2ccccc2C1)c1ccc(F)c(F)c1 (configuration not stated) | 108 | 0

canonical_smiles | Polio RdRp inh | Polio RdRp inh FP z-score
COc1cccc(C(=O)Nc2c(C(=O)Nc3ccccc3F)oc3ccccc23)c1OC | 101 | 0.2
O=C(OCC(=O)c1ccccc1Cl)c1cnccn1 | 100 | 0.1
CCOc1ccc(NC(=O)c2cn(C)c(=O)c3cc(OC)c(OC)cc23)cc1 | 107 | 0.5
CCOC(=O)NN1CNc2ccccc2C1=O | 100 | -0.5
c1ccc(CN=C2SC(=Nc3ccccc3)C3=C2CCCC3)cc1 | 100 | -0.6
O=C(NC1CCCc2ccccc21)c1cc(S(=O)(=O)N2CCCCC2)c[nH]1 (configuration not stated) | 101 | -0.6
O=C(NCc1ccccc1)c1ccc2noc(-c3ccccc3)c2c1 | 103 | 0
CCNC(=O)c1cnc(N2CCCC2)nc1 | 101 | 0.4
Cc1c(CCC#N)c(Cl)n2c(nc3ccccc32)c1C#N | 101 | -0.1
Clc1ccc(CNc2ncnc3onc(-c4ccc(Cl)cc4)c23)cc1 | 113 | 1.5
CCOC(=O)/C=C1\NC(c2ccccc2)=C(c2ccccc2)C1=O | 101 | -0.4
O=C(CSC(=O)c1ccco1)Nc1cc(C(F)(F)F)cc(C(F)(F)F)c1 | 104 | -0.2

canonical_smiles | Polio RdRp inh | Polio RdRp inh FP z-score
CC(C)(C)c1ccc(C2NC(=O)c3n[nH]c(-c4cccs4)c32)cc1 (configuration not stated) | 107 | -0.2
CC[C@@]1(COC)C2[C@@H](OC)C[C@]3(OC(C)=O)C4C(C[C@](O)([C@@H](OC)C[C@@H]3O)[C@@H]4OC(=O)c3ccccc3)[C@]2(C(C)C)[C@@H](OC)C[C@H]1O (some centres not stated) | 102 | 0.5
CC(C)(C)NC(=O)[C@@H]1C[C@@H]2CCCC[C@@H]2CN1C[C@@H](O)[C@H](Cc1ccccc1)NC(=O)[C@H](CC(N)=O)NC(=O)c1ccc2ccccc2n1 | 101 | 0.8
CCOC(=O)N1CCN(c2nc(-c3ccccc3)cc(C(F)(F)F)n2)CC1 | 100 | 0.1
Cn1cc(S(=O)(=O)N2CCCC2)cc1C(=O)Nc1ccc(C(F)(F)F)cc1 | 100 | -1.3
Cn1ncc2c(N3CCN(c4ccc(F)cc4)CC3)ncnc21 | 107 | 0
CCOC(=O)CSc1nc2ccccc2o1 | 98 | -1.3
CC1(N2CCOCC2)CC2(O)C(=[N+]1[O-])CCC/C2=N\O (configuration not stated) | 101 | 0.3
CCC(SC1=Nc2ccccc2C2=NC(c3ccccc3)C(=O)N12)C(=O)Nc1cccc(OC)c1 (configuration not stated) | 103 | 0.4
CCOC(=O)C1CCCN(C(=O)Cn2ncc3c4ccccc4n(C)c3c2=O)C1 (configuration not stated) | 106 | -0.3
CC1=NN(c2ccc(C)cc2)C(=O)C1 | 103 | 0.4
Cc1ccc(-c2csc(NC(=O)C3(c4ccccc4)CC3)n2)s1 | 106 | 0.4

canonical_smiles | Polio RdRp inh | Polio RdRp inh FP z-score
CC(C)c1cc(=O)[nH]c(SCc2nc(-c3ccccc3)no2)n1 | 101 | -0.2
CCN1CCN(C(=O)Cn2nc(C)c3sc4ccccc4c3c2=O)CC1 | 100 | -0.9
CCC(=O)c1cn(CC(=O)N2CCc3ccccc32)c2ccccc12 | 104 | 0
COc1ccc(-c2nnc(SCc3nnc(-c4ccccc4)o3)o2)cc1OC | 102 | 0.2
O=C(CN1C(=O)CCSc2ccc(S(=O)(=O)N3CCCC3)cc21)Nc1cccc(Cl)c1 | 110 | 0.9
CCC(=O)NC(O)C(=O)c1ccc(C)cc1 (configuration not stated) | 101 | -0.3
CCN(CC)S(=O)(=O)c1ccc2c(c1)N(CC(=O)N1CCN(c3ccc(F)cc3)CC1)C(=O)CO2 | 105 | -0.2
COc1cccc(NC(=O)CCN2CCN(CCO)CC2)c1 | 101 | -0.5
COc1cccc2sc(N(Cc3cccnc3)C(=O)c3ccc(S(=O)(=O)N(C)C)cc3)nc12 | 106 | -0.3
O=C(CSc1nnc(-c2ccc3c(=O)n4c(nc3c2)CCCCC4)o1)c1c[nH]c2ccccc12 | 105 | 0.3
O=C(NCCc1c[nH]c2ccccc12)c1ccccn1 | 102 | 0.2
O=C(Nc1ccc(-c2nc3cc(NC(=O)c4ccc(Cl)cc4)ccc3o2)cc1)c1ccc(Cl)cc1 | 109 | 0.8

canonical_smiles | Polio RdRp inh | Polio RdRp inh FP z-score
O=C(NCc1cccn1Cc1ccccc1)NC1CCCC1 | 100 | -0.5
O=C(COc1ccc(S(=O)(=O)Nc2ccccc2)cc1)N1CCOCC1 | 101 | -0.2
COc1ccc(C(=O)COC2=C(C#N)C3(CCCC3)C(C#N)C(=S)N2)cc1OC (configuration not stated) | 100 | 0
COc1ccc(C(CC#N)C2CCOC(C)(C)C2)cc1 (configuration not stated) | 105 | 0.1
CC(C)CN(CC(C)C)c1nnc(NC(=O)c2csc3c2CCCC3)s1 | 106 | 1.5
Oc1ccc(I)nc1CCc1ccccc1 | 99 | -0.3
Nn1cnn(CC(=O)Nc2nccs2)c1=S | 74* | -2.8*
CCC(=O)c1ccc(CCCCCC(=O)O)s1 | 99 | 0
O=C(NC(=S)Nc1ccc(N2CCOCC2)cc1)c1ccccc1 | 104 | 0.8
O=C1OC(Nc2ccccc2C(F)(F)F)c2ccccc21 (configuration not stated) | 107 | 1
O=C(Nc1cccc(-c2nc3ccccc3o2)c1)c1cccc(OCc2ccccc2)c1 | 102 | 0.1
CCC1CCCCN1C(=S)NCc1ccccc1 (configuration not stated) | 104 | 0

Already shown: 2 of the compounds above.
canonical_smiles | Polio RdRp inh | Polio RdRp inh FP z-score
O=C(Nc1cccc(-c2nc3ccccc3o2)c1)c1cccc(OCc2ccccc2)c1 | 102 | 0.1
CCC1CCCCN1C(=S)NCc1ccccc1 (configuration not stated) | 104 | 0
